Screening results from PubChem.
D3 antag = D3 dopamine receptor (human) antagonism | AID 652054 | D3R cells, DiscoveRx beta-arrestin luminescence, antagonist mode; active compounds read low | 360,000 tested, 2.5% active | P35462 | max response, negative = inhibition, %; in the data active = max response below about -50%; inconclusive = no clear call, values can overlap the other calls; also: % is scaled to controls: 0 for no effect and ±100 for the full control effect; mostly tested at two doses, the higher about 12 µM
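Cells expressing the human receptor were seeded at 1500 cells/well, incubated overnight at 37 degrees C in 5% CO2, then exposed to library compounds with dopamine controls for 90 minutes at 37 degrees C before luminescent detection.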
aSyn rescue = inhibitors of alpha-synuclein toxicity in yeast | Yeast expressing alpha-synuclein, growth rescue, BacTiter-Glo, 24 h | Potency, µM (titrated, usually from 46.1 µM), for inactives: top-dose growth rescue (activation), actives largely listed as activators | 370,000 tested, 0.14% active; also: potency is read from the fitted curve at half-maximal effect; % of control where 0% means no effect; nearly all actives have a fitted effect of over 65% in size
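Rescue of yeast growth: cells expressing toxic alpha-synuclein, induced in galactose at OD600 0.02, incubated with compound 24 h at 30 C. ATP luminescence quantified growth; inhibitors of toxicity appear as activators.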
PTHR1 agonist = activates the human parathyroid hormone receptor PTHR1 | HEK293 GP2 PTHR1 cells, GloSensor cAMP luminescence, 1 h | Potency, µM (top dose mostly 115 µM), without a hit: at the highest dose activation, usual class: activators | 410,000 tested, 0.075% active; also: potency is read from the fitted curve at half-maximal effect; nearly all actives have a fitted effect of over 55% in size; some results filed as inactive show a strong effect at the top dose; inactives centre near -15; many of its hits are not listed in these tables
Target sequence (Q03431 whole entry, looked up): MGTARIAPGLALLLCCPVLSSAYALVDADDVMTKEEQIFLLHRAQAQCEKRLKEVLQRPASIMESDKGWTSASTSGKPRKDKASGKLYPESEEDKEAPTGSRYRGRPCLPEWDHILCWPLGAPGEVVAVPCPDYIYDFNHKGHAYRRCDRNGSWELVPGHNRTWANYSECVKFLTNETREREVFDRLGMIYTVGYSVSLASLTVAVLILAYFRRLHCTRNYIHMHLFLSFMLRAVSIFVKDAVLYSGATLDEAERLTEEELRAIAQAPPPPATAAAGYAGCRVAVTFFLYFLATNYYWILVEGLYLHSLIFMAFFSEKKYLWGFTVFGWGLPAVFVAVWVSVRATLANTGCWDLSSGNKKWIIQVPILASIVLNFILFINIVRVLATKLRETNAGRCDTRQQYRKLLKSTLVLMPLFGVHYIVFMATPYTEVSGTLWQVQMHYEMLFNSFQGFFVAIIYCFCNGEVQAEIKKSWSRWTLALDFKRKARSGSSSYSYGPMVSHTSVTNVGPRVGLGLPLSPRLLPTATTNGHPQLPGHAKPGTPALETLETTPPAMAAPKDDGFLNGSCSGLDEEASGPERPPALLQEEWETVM
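HEK-293-derived GP2 cells expressing PTHR1 and a GloSensor cAMP reporter, 3,000/well, plated overnight, given luciferin plus IBMX (each 0.5 mM as added) for 1 h at 37 °C, then compound for 1 h at 37 °C. Luminescence was read after 15 min at room temperature.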
HEK293 tox = cytotoxic in the GLP-1 receptor inverse agonist counter-screen. HEK293 cAMP-luciferase reporter cells, luminescence, 24 h. Potency, µM (highest dose often 38.3 µM), for the others: at the highest dose activity change, negative = inhibition, usual class: inhibitors. 410,000 tested, 0.13% active;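 also: loss of luciferase light is scored as toxicity; potency is read from the fitted curve at half-maximal effect; % is scaled to controls: 0 for no effect and ±100 for the full control effect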
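MLSMR compounds, 24 hr on cells at 37 deg C/5% CO2; luminescence after luciferase reagent (12 min RT). Inhibition counted as the undesired cytotoxic outcome.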
GLP1R ag = agonists of human GLP-1 receptor; HEK293 GLP-1R CRE-luciferase, luminescence, 4-6 h; cells express a hypersensitive GLP-1R form; Potency, µM (series often up to 45.6 µM), without a hit: at the top dose activation, usual class: activators; 380,000 tested, 0.007% active; AID 624172; also: potency is read from the fitted curve at half-maximal effect; % of control where 0% means no effect
Target sequence (P43220 whole entry, looked up): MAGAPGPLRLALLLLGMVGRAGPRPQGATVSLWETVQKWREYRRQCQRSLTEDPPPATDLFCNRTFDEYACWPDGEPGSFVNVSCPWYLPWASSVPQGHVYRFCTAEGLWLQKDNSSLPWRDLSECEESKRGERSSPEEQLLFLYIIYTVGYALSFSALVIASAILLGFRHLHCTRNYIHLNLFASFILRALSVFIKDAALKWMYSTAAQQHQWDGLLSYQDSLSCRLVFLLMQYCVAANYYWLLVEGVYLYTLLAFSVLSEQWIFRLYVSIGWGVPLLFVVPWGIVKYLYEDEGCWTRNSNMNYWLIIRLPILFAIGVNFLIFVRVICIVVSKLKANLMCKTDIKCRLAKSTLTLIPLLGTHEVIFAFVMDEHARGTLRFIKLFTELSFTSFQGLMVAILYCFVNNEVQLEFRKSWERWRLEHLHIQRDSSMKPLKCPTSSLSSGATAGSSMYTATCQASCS
KB-V1 MDR tox = KB-V1 MDR subline cytotoxicity. 400,000 tested, 3.4% active. KB-V1 MDR cells viability, CellTiter-Glo, 72 h. Potency, µM (highest dose often 46.1 µM), without a hit: top-dose activity change, negative = cytotoxicity, actives largely listed as cytotoxic; also: potency is read from the fitted curve at half-maximal effect; % is scaled to controls: 0 for no effect and ±100 for the full control effect; nearly all actives have a fitted effect of over 60% in size
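Drug-selected KB-V1 cells, grown in DMEM lacking phenol red with 10% FBS, receive compound titrations; after three days at 37 degrees C, surviving cell ATP is quantified by CellTiter-Glo luminescence and responses normalized and curve-fitted.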
GLP-1R inv ag = acts as inverse agonist at human GLP-1 receptor. P43220. HEK293 GLP-1R CRE-luciferase, luminescence, 24 h; GLP-1R form is constitutively active. Potency, µM (titrated, usually from 38.3 µM), inactives show at the top dose activity change, negative = inhibition, actives largely listed as inhibitors. 410,000 tested, 1.6% active. AID 624417; also: potency is read from the fitted curve at half-maximal effect; % is scaled to controls: 0 for no effect and ±100 for the full control effect; nearly all actives have a fitted effect of over 55% in size
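HEK293 cells stably co-expressing a cAMP-responsive luciferase reporter and constitutively active GLP-1R were seeded, incubated 12 h, then exposed to compounds for 24 h at 37 C. Luminescence was read 12 min after detection reagent; inverse agonists lower signal.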
D3 ag = D3 dopamine receptor (human) agonism. AID 652048. 410,000 tested, 0.58% active. D3R DiscoveRx beta-arrestin cells, luminescence, 90 min. max activation, %. P35462; in the data active = max activation above about 30%; also: 0% is about no effect; mostly tested at two doses, the higher about 12 µM
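Agonist-mode cell screen: cells plated at 1500/well and incubated overnight at 37 °C, then exposed to library compounds for 90 min at 37 °C. Detection reagent was added for 30–60 min at room temperature, and luminescence was read.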
TDP-43 yeast inh = inhibitors of TDP-43 toxicity in yeast; Potency, µM (doses to about 46.1 µM), for inactives: top-dose growth rescue (activation), hits mostly activators; 410,000 tested, 1.8% active; AID 652104; TDP-43 expressing yeast growth rescue, BacTiter-Glo, 24 h; also: potency is read from the fitted curve at half-maximal effect; % of control where 0% means no effect; nearly all actives have a fitted effect of over 50% in size
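In this qHTS, compounds that restore growth of yeast expressing TDP-43 appear as activators. Cells (OD600=0.02, galactose medium, raffinose-pregrown) are incubated with compound 24 hr at 30 deg C and growth is quantified by BacTiter-Glo.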
The depositor's hits bear a star; i = inactive; ? = inconclusive; . = not tested or not shown; [ ] = remark or other dose. Unless noted, calls follow the shape of the dose curve; as a rule, active = well fitted curve in the direction sought with a large enough effect; inconclusive = small, poorly fitted or top-dose-only effect, or another doubt; inactive = no such curve, though single readings can be large; an effect the other way counts as inactive or inconclusive. These rows are one share of the data; the hit share may differ from the screen's.

SMILES | D3 antag | aSyn rescue | PTHR1 agonist | HEK293 tox | GLP1R ag | KB-V1 MDR tox | GLP-1R inv ag | D3 ag | TDP-43 yeast inh
Cc1nc2ncnn2c(C)c1CCC(=O)N1CCc2ccccc2C1 | 7.5 | 6.6% | i | -0.1% | 9.5% | -22.8% | -1.2% | 20.2 | -3.7%
COc1ccc(CNC(=O)c2nc(SCc3ccc(C)cc3)ncc2Cl)cc1 | . | . | i | 21.8% | . | . | 3.1% | -20.1 | 4.6%
Cc1nc(=O)c(-c2ccccc2)c(C)n1-c1ccccc1O | -9.4 | -3.2% | -4.0%[57.5 µM] | 0.3% | -0.6% | 5.3% | -9.4% | 5.1 | 14.5%
O=C(NC1CCN(C(=O)NCc2ccccc2)CC1)c1ccccc1 | 2.0 | -2.6% | -2.0% | -2.3% | 8.7% | 12.7% | 4.5% | 6.2 | -9.6%
Clc1ccc(CCNc2ncnc3nc[nH]c23)cc1 | 3.2 | -5.9% | -31.8%[inhibitor] | 4.3% | 6.6% | 5.9% | -8.9% | 1.1 | 21.6%
CCC(Sc1nnc(-c2ccc(OC)cc2)c(-c2ccc(OC)cc2)n1)C(=O)Nc1cccc(OC)c1 (stereo not drawn) | . | . | -10.9% | -0.6% | . | 18.1% | ? | -2.5 | 0.0%
COc1ccc(CNC(=O)C(c2ccncc2)N(C(=O)Cc2cccs2)c2ccc(C)cc2)cc1 (stereo not drawn) | 11.1 | 5.6% | -11.0% | -26.0% | 4.4% | ? | ? | 1.3 | -3.4%
CC(=O)Nc1ccc(C2(c3ccc(NC(C)=O)cc3)C(=O)Nc3ccccc32)cc1 | -1.9 | 1.0% | i | -8.8% | 6.6% | -2.2% | 59.7%[activator] | -14.8 | -2.7%[0.397 µM]
CCOc1ccc(N(C)S(=O)(=O)c2ccc(C)c(C(=O)Nc3nnc(C4CC4)s3)c2)cc1 | -8.0 | -2.7% | -94.4%[inhibitor] | 3.4% | -4.3% | -12.7% | ? | -3.5 | -16.5%
S=c1[nH]nc(-c2ccncc2)n1/N=C/c1ccccc1Cl | 38.0 | -7.6% | -5.1% | 2.3% | -3.5% | 25.6% | 12.3% | -3.6 | 2.1%
COc1ccccc1N=C(C)C1=C(O)COC1=O | 6.3 | -7.0% | i | 19.3% | -4.6% | -13.0% | -0.2% | 5.0 | -22.7%
Cc1[nH]nc2c1C(c1cccs1)C(C#N)=C(N)O2 (stereo not drawn) | -17.6 | -2.8% | i | 16.1% | -2.1% | 5.5% | -5.5% | -8.7 | -3.0%
CCN1CCC(N2CCN(c3ccccc3OC)CC2)CC1 | 0.0 | -4.6% | -3.5% | 1.4% | -12.6% | -6.0% | -14.8% | -7.6 | 3.2%
COC(=O)CCSCC(=O)Nc1ccc(C)c(S(=O)(=O)N2CCCCC2)c1 | 2.7 | -1.4% | -40.0%[inhibitor] | -5.4% | -4.5% | -1.4% | ? | -1.1 | 2.7%
O=C(c1ccc(F)cc1F)N1CCC(c2noc(-c3ccc(S(=O)(=O)N4CCCC4)cc3)n2)CC1 | . | . | -22.6% | 3.9% | . | . | 2.2% | 10.7 | 19.2%
C=CCc1c(C)nc(-c2ccccc2)nc1N/N=C(\C)c1ccccc1 | 11.0 | 1.1% | -8.5% | 15.4%[1.53 µM] | 10.6% | ? | -3.6% | 6.4 | 26.4%
O=C1CC(NCc2ccco2)C(=O)N1CCc1ccccc1 (stereo not drawn) | 12.0 | 5.4% | -27.7%[57.5 µM] | 1.3% | -14.5% | ? | 3.3% | -10.3 | -9.5%
COc1ccc(NC(=O)c2cc(C)nc3c2c(C)nn3-c2ccc(C)cc2)cc1OC | . | . | -38.8%[inhibitor] | -1.0% | . | -15.3% | -17.8% | 3.4 | 1.9%[9.22 µM]
S=C(NCCN1CCOCC1)Nc1ccc(Cl)cc1 | 5.2 | -12.0% | i | 0.6% | 7.7% | 14.9% | 27.7% | -3.4 | 4.7%
COc1ccc(C(=S)N2CCNCC2)cc1 | ? | -2.0% | -23.0% | 18.3% | -1.3% | -4.4% | 13.2% | 0.3 | -7.6%
CCCC(C(=O)NCc1ccco1)N(C(=O)CNS(=O)(=O)c1ccccc1)C1CCCC1 (stereo not drawn) | -16.9 | -7.5% | ? | 2.1% | -0.6% | -15.7% | -34.2% | 2.0 | -33.2%[inhibitor]
Cc1ccc(OCC(O)CNC2CCCC2)c(C)c1 (stereo not drawn) | 10.7 | 0.0% | -20.3% | -16.5% | 4.0% | -10.9% | ? | -1.7 | -3.6%
CC1(C)Cc2ccccc2-c2nc(NCCCO)n(-c3ccccc3)c(=O)c21 | 8.5 | 2.7% | -9.1% | 7.3% | 14.8% | -0.9% | ? | -1.7 | 4.0%
CCNC(=O)C/C(C)=N/NC(=O)C(=O)Nc1ccc(CC)cc1 | -2.0 | -0.6% | i | -22.0% | 2.4% | ? | 0.3% | 1.8 | 15.1%

Profiles, looked up by structure:
CC1(C)Cc2ccccc2-c2nc(NCCCO)n(-c3ccccc3)c(=O)c21 across the screens: D3 antag: 8.5; aSyn rescue: 2.7%; PTHR1 agonist: -9.1%; HEK293 tox: 7.3%; GLP1R ag: 14.8%; KB-V1 MDR tox: -0.9%; GLP-1R inv ag: ?; D3 ag: -1.7; TDP-43 yeast inh: 4.0%
O=C1CC(NCc2ccco2)C(=O)N1CCc1ccccc1 (stereo not drawn) across the screens: D3 antag: 12.0; aSyn rescue: 5.4%; PTHR1 agonist: -27.7%[57.5 µM]; HEK293 tox: 1.3%; GLP1R ag: -14.5%; KB-V1 MDR tox: ?; GLP-1R inv ag: 3.3%; D3 ag: -10.3; TDP-43 yeast inh: -9.5%

Additional records follow.
SMILES | D3 antag | aSyn rescue | PTHR1 agonist | HEK293 tox | GLP1R ag | KB-V1 MDR tox | GLP-1R inv ag | D3 ag | TDP-43 yeast inh
Cc1c(NC(=O)COC(=O)C2=COCCO2)cccc1[N+](=O)[O-] | 20.6 | 1.7% | i | 0.4% | -3.8% | 27.1% | 6.7% | 8.6 | 22.0%
Cc1ccc(S(=O)(=O)CCC(=O)OCC(=O)NC2CCS(=O)(=O)C2)cc1 (stereo not drawn) | 4.6 | -3.9% | -10.5% | -1.3% | -6.2% | 0.0% | 2.8% | -2.2 | 14.2%
COc1cc(C(=O)O/N=C2\C=CC(=O)C=C2C)cc(OC)c1OC | ? | 3.3% | -12.7% | 3.3% | 3.3% | 2.1% | 24.6% | -12.6 | 13.4%
O=C(NCCS(=O)(=O)N1CCN(c2ccc(F)cc2)CC1)C12CC3CC(CC(C3)C1)C2 | 13.3 | 5.7% | -96.2%[inhibitor] | 11.1% | -10.5% | -26.6% | ? | 6.2 | ?
COC(=O)C1N[C@@H]([C@@H](NC(=O)COc2ccccc2)C(=O)NCc2ccsc2)SC1(C)C (stereo partly drawn) | 10.5 | -0.1% | -6.1% | 9.7% | -1.2% | ? | 5.6% | 6.9 | -5.5%
COC(=O)CCC(=O)Nc1ccc(NC(=O)CCC(=O)OC)cc1 | -16.5 | -5.7% | i | -1.2% | -4.4% | 13.7% | 14.2% | 2.4 | -17.2%
CCC(CC)C(=O)Oc1c(Sc2ccccc2[N+](=O)[O-])c(C)nn1C(C)(C)C | -11.4 | -0.9% | -17.1% | 2.6% | -2.1% | 14.6µM* | ? | -4.2 | 5.6%
O=C(O)CN1C(=O)CC(Cc2ccc(Cl)cc2)C1=O (stereo not drawn) | 28.4 | 1.5% | -2.6%[57.5 µM] | 2.6% | 1.5% | -2.4% | 1.2% | 13.0 | -3.7%
O=C(Oc1c(Cl)cc(Cl)c2cccnc12)c1cccs1 | ? | 12.5% | i | ? | -7.6% | ? | ? | -16.4 | ?
Cc1sc(NC(=O)c2cc(-c3ccc(Cl)cc3)nc3ccccc23)c(C(N)=O)c1C | -0.8 | -15.9% | -17.2% | -16.3% | -16.1% | -24.0% | ? | 15.1 | 11.7%
CCn1cnc2c(oc3ccccc32)c1=O | ? | -5.3% | i | -4.1% | 7.6% | -17.4% | 30.8%[activator] | 8.5 | .
Cc1ccc(-c2csc(NC(=O)C3=COCCO3)n2)cc1C | 12.2 | 1.4% | -26.0% | 0.0% | 12.8% | 5.7% | -10.4% | 9.7 | 5.8%
COc1cccc(-n2c(=S)sc3c(=O)n(-c4ccccc4OC)c(SCC4OCCO4)nc32)c1 | 49.7 | -2.0% | i | 1.4% | -0.7% | -0.2% | 2.6% | 12.7 | .
O=C(Nc1cccc(O)c1)c1cc(-c2ccccc2F)no1 | . | . | -25.9% | -6.9% | . | 24.3% | ? | 0.1 | 6.2%[9.22 µM]
O=C(NCCc1ccccc1)C1CCCN(S(=O)(=O)c2cnc[nH]2)C1 (stereo not drawn) | -23.2 | -2.8% | i | ? | 9.1% | 16.8% | 13.7% | -1.4 | 7.6%
COc1ccc(N2C(c3cc(OC)cc(OC)c3)=Cc3ccccc3C2CC(C)=O)cc1 (stereo not drawn) | 0.0 | 1.4% | i | -6.4% | -1.9% | -17.8% | ? | 6.4 | 29.9%
O=C(CC(=O)N/N=C\c1ccccc1)NCCc1ccccc1 | ? | -0.5% | -31.3%[inhibitor] | 3.5% | 8.6% | 12.1% | -1.9% | 1.1 | -28.6%
COc1ccccc1NC(=S)Nc1ccccc1F | 5.6 | -5.3% | 12.1%[57.5 µM] | 1.2% | -13.7% | 8.7% | 7.9% | -0.9 | 14.5%
Cc1ccc(-n2c(-c3ccco3)nc3nc4ccccc4nc32)cc1 | -20.5 | -9.6% | i | 17.2% | -2.1% | 8.1% | 33.2% | -4.1 | -24.0%
CC(=O)NC1=NC(=O)/C(=C/c2cc(C)n(-c3cccc(C(=O)O)c3)c2C)S1 | 14.7 | 0.3% | i | -2.9%[7.66 µM] | 0.0% | 2.4% | -0.7%[7.66 µM] | 2.2 | 6.9%[9.22 µM]
COCCN1Cc2cc3cc(C)ccc3nc2SC1=Nc1ccc(OC)cc1 | 4.0 | 9.8% | i | 4.1% | 25.8% | -14.2% | ? | 5.9 | -7.6%[0.397 µM]
